Screens (PubChem)
RAM inhibit = yeast RAM network inhibition; S. cerevisiae dse1pr::URA3 reporter, 5-FOA growth OD615, 2 d; analog-sensitive cbk1-as2 kinase mutant strain; AID 868; hit rate 1.8% among 190,000; inhibition, % at 50 µM;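 active = inhibition above a set limit, 3 SD over mean compound inhibition, cut at about 8.4% in these data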;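 also: 0% = DMSO-only wells with no growth and 100% = 10 µM 1-NA-PP1 full growth; inhibition rescues growth on 5-FOA so higher OD means more RAM inhibition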
G6PDH CS = inhibits Leuconostoc G6PDH, flagging false hits in G6PDH-based assays | Purified L. mesenteroides G6PDH, diaphorase/resazurin coupled fluorescence, 45 min | inhibition, % at 5 µM | hit rate 0.12% among 200,000
S1P3 antag = S1P3 (human) receptor antagonism; CHO S1P3 NFAT-BLA reporter, FRET fluorescence, antagonist mode; hit rate 0.27% among 170,000; AID 485; inhibition, % at 4.98 µM; Q99500;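 active = inhibition above the plate cutoff, the mean inhibition of test wells on that plate plus 3 SD, cut at about 28% in these data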;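 also: cells challenged with S1P at its EC80 of 0.8 µM; blue over green emission ratio from cleaved BLA substrate after 4 h stimulation; 0% = S1P-stimulated wells and 100% = unstimulated DMSO-only wells; some compounds past the cut are filed as inactive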
Target sequence (Q99500 whole entry, looked up): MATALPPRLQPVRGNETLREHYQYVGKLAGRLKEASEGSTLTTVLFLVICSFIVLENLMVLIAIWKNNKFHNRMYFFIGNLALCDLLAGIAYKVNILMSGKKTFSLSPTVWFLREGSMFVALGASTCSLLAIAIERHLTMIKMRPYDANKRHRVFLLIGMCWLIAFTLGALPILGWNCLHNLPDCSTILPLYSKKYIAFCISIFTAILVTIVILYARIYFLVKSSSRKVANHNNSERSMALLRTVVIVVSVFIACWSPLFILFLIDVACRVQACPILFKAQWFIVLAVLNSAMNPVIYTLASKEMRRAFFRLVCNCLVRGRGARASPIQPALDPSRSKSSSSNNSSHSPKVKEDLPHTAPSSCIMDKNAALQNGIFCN
PMI act satM6P = PMI (human) activation, high substrate; coupled PMI enzyme assay, resazurin fluorescence, 20 min; hits give high values; 1 = untreated enzyme, 0 = substrate-free blank; activation factor at 20 µM; hit rate 0.34% among 190,000;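 active = activation factor of 2 or more at 20 µM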
Target sequence (P34949 whole entry, looked up): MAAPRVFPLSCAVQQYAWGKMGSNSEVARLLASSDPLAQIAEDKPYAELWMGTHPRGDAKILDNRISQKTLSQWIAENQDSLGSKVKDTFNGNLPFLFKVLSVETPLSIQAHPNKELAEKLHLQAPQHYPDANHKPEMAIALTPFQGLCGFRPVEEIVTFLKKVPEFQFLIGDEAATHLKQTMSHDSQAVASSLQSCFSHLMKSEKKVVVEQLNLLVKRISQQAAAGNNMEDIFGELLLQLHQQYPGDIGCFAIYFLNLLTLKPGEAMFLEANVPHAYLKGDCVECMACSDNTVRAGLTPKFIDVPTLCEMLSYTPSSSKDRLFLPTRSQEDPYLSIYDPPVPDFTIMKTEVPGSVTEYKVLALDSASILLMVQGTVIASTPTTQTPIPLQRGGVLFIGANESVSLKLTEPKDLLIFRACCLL
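Material: human phosphomannose isomerase with PGI, G6PDH, diaphorase coupling enzymes / Reagent: Man-6-P substrate 1.0 mM / Dosing: single compound dose of 20 µM, 1% DMSO final / Incubation: enzyme reaction with compound 20 min at room temperature / Signal: resorufin fluorescence (Ex 544/Em 590 nm) from resazurin via diaphorase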
TLR4 MyD88 comp = inhibitors of human TLR4-MyD88 binding. O00206+Q99836. HeLa CL3-4 TLR4/MyD88 BLA complementation, FRET ratio. inhibition, % at 8.4 µM. hit rate 0.18% among 200,000. AID 861; in the data active = inhibition above about 25%;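 also: 0% = vehicle and 100% = reference inhibitor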
Redox H2O2 prof = compounds producing H2O2 with reducing agent – biochemical, NIH compound library profiling, artefact control for MLSCN library redox annotation, primary screen; activation, % at 10 µM; hit rate 0.03% among 200,000; DTT-dependent redox cycling H2O2, phenol red/HRP absorbance; 100% = 100 µM peroxide control, 0% = buffer;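 active = activation of at least 50% relative to the plate's high and low controls in the primary single-dose screen; inactive = activation below 50%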;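 also: compound incubated with DTT at 0.8 mM final as the reducing agent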
Diaphorase act = activates diaphorase or chemically reduces, flagging diaphorase assay artifacts | Diaphorase/resazurin coupled assay, resorufin fluorescence, 16 min; hits give high values; 1 = vehicle wells, 0 = NADH-free wells | activation factor at 20 µM | hit rate 0.005% among 190,000;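 active = diaphorase activity raised at least twofold by the compound at 20 µM; inactive = activation factor below 2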
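Test system: Clostridium kluyveri diaphorase, purified enzyme. Buffer or medium: 50 mM HEPES pH 7.4 buffer plus MgCl2 and Tween 20. Also added: 0.114 mM NADH and 0.1 mM resazurin, final amounts. Dosing: compound 20 µM once, DMSO 1%. Schedule: 16 min enzyme reaction, ambient temperature. Detection: fluorescence of resorufin, 544 nm excitation, 590 nm emission.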
Hsp70 activator = Hsp70 transcriptional activation, primary screen; HeLa Hsp70 promoter luciferase reporter, luminescence; scaled: vehicle 0, proteasome-inhibitor control 100%; activation, % at 10 µM; hit rate 0.04% among 200,000; AID 1203;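 active = activation above the mean across all tested compounds plus 3 SD, cutoff set per campaign, cut at about 5.5% in these data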;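 also: 100% = MG132 at 30 µM as the positive control and 0% = DMSO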
PMI act = increases human mannose-6-phosphate isomerase activity; hit rate 0.005% among 190,000; activation factor at 20 µM; purified human PMI, coupled resazurin fluorescence, 20 min; hits give high values; 1 = vehicle control, 0 substrate-free wells; P34949;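 active = activation factor of 2 or more at 20 µM, relative to plate controls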
Diaphorase inh = counter-screen for diaphorase-based assays: diaphorase inhibitors and chemical oxidizers; hit rate 0.69% among 190,000; inhibition, % at 20 µM; AID 1217; diaphorase resazurin-to-resorufin fluorescence, NADH, 16 min; bacterial (C. kluyveri) enzyme, not human;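 active = primary screen inhibition at 20 µM above a set limit, cut at about 50% in these data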;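 also: plate controls were DMSO with full reaction for no effect and wells lacking NADH for full effect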
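Test system: Clostridium kluyveri diaphorase enzyme / Quantity: diaphorase at 0.14 U/mL in enzyme working solution / Incubation: 16-min room-temperature incubation before reading / Benchmarks: NADH-free wells as positive control, DMSO-only neutral wells / Signal: resorufin fluorescence 544/590 nm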
Lmaj promast = reduces viability of Leishmania major promastigotes. resazurin fluorescence viability. inhibition, % at 10 µM. hit rate 9% among 200,000;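 also: promastigotes grown with compound for 44 hours at 28 °C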
* marks the source's active call; other numbers are inactive results; · = no result given. Rule as the data show it, unless noted: active = inhibition above about 50%; inactive = the rest. This is a random part of the collection; overall some 12% were active at least once.

SMILES	RAM inhibit	G6PDH CS	S1P3 antag	PMI act satM6P	TLR4 MyD88 comp	Redox H2O2 prof	Diaphorase act	Hsp70 activator	PMI act	Diaphorase inh	Lmaj promast
O=C(CCl)N1N=C(c2cccs2)CC1c1ccco1 (stereo not drawn)	2.4	11	0	0.9	0	0.4	0.7	-0.2	1	35	96*
CCOc1ccc(S(=O)(=O)n2cc(-c3ccccc3)c(N)n2)cc1	4.4	0	·	1.1	14	1.5	0.9	-0.2	1	7	-5
CN(C)S(=O)(=O)c1ccc(NC(=O)COC(=O)C2CC3CCCC(C2)C3=O)cc1 (stereo not drawn)	3.9	10	-14	1	-5	-0.5	0.7	-0.4	0.9	30	1
O=C(Nc1ccccc1)C1CCN(C(=O)c2ccc([N+](=O)[O-])cc2)CC1	-0.4	10	-18	0.8	12	-0.7	0.8	-0.2	0.8	18	5
CC1=NN(c2ccccc2)C(=O)/C1=C/c1cc(C)n(C2CC2)c1C	1.0	-3	-10	0.9	-11	0.0	0.9	0.2	0.9	6	-2
COC(=O)c1c(NC(=O)COC(=O)CCS(=O)(=O)c2ccc(C)cc2)sc(C)c1C	5.9	-10	-20	0.9	-2	0.0	0.8	-0.4	0.9	19	-2
COc1ccc(Cn2c(CCC(=O)Nc3ccc(C)c(C)c3)nc3cccnc32)cc1	2.0	8	·	1	-9	-0.8	1	-0.4	0.9	0	0
Cc1ccc(S(=O)(=O)N(Cc2ccccc2)c2ccccc2C(=O)NCc2ccco2)cc1	9.0*	5	·	1	-4	0.5	0.8	-0.2	0.9	16	10
CCCCCC1CC(CC(=O)NC(=S)Nc2ccc([N+](=O)[O-])cc2)C(=O)O1 (stereo not drawn)	11*	-2	·	1	-10	-2.1	1.1	-0.3	1	-5	-1
CC(C)n1c(CNC(=O)c2ccccc2)nc2ccccc21	-0.6	-11	·	0.9	2	-2.5	0.9	-0.4	0.9	9	-7
Cc1snc(S(=O)(=O)/C(C#N)=N\Nc2ccccc2)c1C#N	5.7	0	·	1.2	-5	0.1	0.8	-0.4	0.8	16	-7
NC(=O)C1CCN(C(=O)CCSc2ccccc2)CC1	0.7	0	·	1.1	-18	1.4	1	-0.2	1.1	2	0
CCN(CC)c1ccc(NC(=O)c2cccc(C)c2OC)c(C)c1	1.9	6	20	0.8	-7	-0.6	0.8	-0.1	0.8	16	13
O=C(NCCSc1ccccc1)c1ccccc1	-1.1	13	1	1	-14	0.7	0.9	0.0	1	6	0
O=C(OCCNc1nc(-c2ccccc2)nc2ccccc12)c1cccnc1	0.1	5	-12	1.1	10	0.9	0.9	-0.2	1	8	57*
COc1ccccc1OCC(=O)NC1CCCCCC1	0.1	2	30	1	-1	0.0	0.9	0.0	1	7	-3
O=S(=O)(c1ccc2ncn(O)c2c1)N1CCOCC1	-0.1	10	-10	0.9	-9	-0.3	0.9	0.0	0.9	10	-4
Cc1ccc2c(c1)c1c(n2CC(O)CNC(C)(C)C)CCCC1 (stereo not drawn)	-1.3	3	·	0.7	-9	-0.4	0.9	-0.2	0.9	11	82*
CCCc1cc(=O)[nH]c(SCC(=O)Nc2ccc(OC(F)F)cc2)n1	4.6	4	-8	1	11	1.5	0.9	0.4	1	12	-13
CCOC(=O)C(=O)Nc1ccc(OCc2ccccc2)cc1	0.2	11	-34	0.8	8	0.1	0.8	-0.4	0.9	23	-9
O=C(CSc1nncs1)N1CCN(S(=O)(=O)c2ccccc2)CC1	1.1	0	-4	1.1	1	-0.6	0.9	0.0	1.1	8	0
CCSc1cc(C)nc2c(-c3ccc(Cl)cc3)c(C)nn12	4.0	6	·	0.9	-1	0.0	0.9	-0.1	0.9	8	-4
CCC(=O)Nc1ccc(/C(C)=N/NC(=O)c2c(Br)c(C)nn2C)cc1	0.4	-3	3	1	-3	-0.6	0.9	0.0	1	11	18
COc1ccccc1N1CCN(C(=O)c2ccc(CN3CCc4ccccc4C3)cc2)CC1	-0.8	-2	·	1	3	2.8	0.9	0.1	1	11	-4
CCOc1ccc(OCCCC(=O)Nc2nc3ccccc3[nH]2)cc1	1.5	0	-1	1	18	0.6	1	-0.1	1	-4	-6

The listing continues.
SMILES	RAM inhibit	G6PDH CS	S1P3 antag	PMI act satM6P	TLR4 MyD88 comp	Redox H2O2 prof	Diaphorase act	Hsp70 activator	PMI act	Diaphorase inh	Lmaj promast
Cc1nc(NC(=O)c2ccc(Cl)cc2)sc1Cc1ccc2c(c1)OCO2	7.3	0	-9	0.9	-6	2.0	0.8	0.0	0.7	20	73*
Nc1cc(=O)[nH]c(SCC(=O)Nc2cccc(Cl)c2Cl)n1	1.7	8	1	1	-14	4.5	0.9	-0.2	0.9	6	-1
O=C(COc1ccccc1[N+](=O)[O-])Nc1ccc(N2CCN(C(=O)c3cccs3)CC2)cc1	0.6	6	5	0.9	5	-0.8	0.8	-0.2	0.9	22	13
CC(NC(=O)c1ccco1)c1cccc2ccccc12 (stereo not drawn)	-0.4	1	·	0.9	-7	3.1	0.9	0.0	1	13	5
Cc1ccsc1C(=O)NNC(=O)C1CC=CCC1C(=O)O (stereo not drawn)	0.4	6	10	1	-4	-0.5	1	0.4	1	5	-9
CC(C)Cc1nc(N2CCCCC2)c(C#N)c2c1CCC2	1.2	12	·	0.9	-7	0.1	0.8	-0.3	0.9	17	-3
CC(=O)Nc1ccc(S(=O)(=O)Nc2cc([N+](=O)[O-])ccc2C)cc1	2.2	3	-17	1.1	-1	-0.7	0.9	-0.2	1.1	10	-4
CCN(C(=O)CSc1ncccc1C(=O)OC(C)C)c1cccc(C)c1	-0.5	11	·	1	0	0.2	1	-0.1	1	2	8
CN1COc2ccc3ccccc3c2C1	-0.4	18	-20	0.3	6	-0.4	0.8	-0.1	0.6	18	9
CCOC(=O)c1cc(-c2ccccc2)n(CC(=O)Nc2cc(OC)cc(OC)c2)c1C	2.2	12	1	1	-12	-0.1	0.8	-0.1	1	18	96*
CN(C)CCCN(C(=O)CCc1ccccc1)c1nc2ccc(Cl)cc2s1	-0.4	-18	7	1	3	0.5	1	-0.2	1	-2	87*
O=C(COC(=O)c1ccc(Cl)nc1)Nc1cc(S(=O)(=O)N2CCCCC2)ccc1Cl	2.2	5	-12	1	7	-1.9	0.8	-0.2	0.9	16	-10
CC(=O)Nc1ccc(C(=O)OCCC(C)C)cc1	0.0	2	-117	1	-2	0.6	1	-0.2	0.9	-3	-6
COC(=O)CNC(=O)C(Cc1ccccc1)NS(=O)(=O)c1ccc2c(c1)c(=O)n(C)c(=O)n2C (stereo not drawn)	0.8	-3	-44	0.9	7	-0.2	0.9	-0.2	0.9	11	-2
CCOC(=O)C1=C(C)NC(C)=C(C(=O)OCC)C1C(=O)OCC(N)=O	1.8	8	-9	1.1	-5	-0.8	1.1	-0.2	1.1	-6	2
Oc1ccccc1-c1cc(-c2ccccc2)no1	2.9	12	·	1	3	-2.2	0.9	0.0	0.9	10	-4
O=C1Nc2ccccc2/C1=C/c1cccnc1	0.4	-1	-39	1	5	-0.1	1	0.1	1	4	78*
CCCCC(O)(CCCC)C(=O)NNc1ccccc1	1.6	15	1	1	3	0.7	0.9	0.4	1	12	-5
O=C(COC(=O)/C=C/c1ccccc1Cl)NCCc1ccc(Cl)cc1Cl	8.6*	-14	-1	1	7	0.5	1.1	-0.3	1	-10	-7
CCOC(=O)C1CCN(c2c(NCCN3CCN(c4ccccc4)CC3)c(=O)c2=O)CC1	0.2	-10	14	1	-2	-0.4	0.9	-0.1	1	7	-6
CCOC(=O)C(=NC(C)CC)NNc1cccc(C(F)(F)F)c1 (stereo not drawn)	0.3	3	-15	1.5	-6	-0.7	0.8	-0.3	1.3	20	3
CCC(=O)Nc1cccc(NC(=O)CSc2nnc(-c3ccc(NS(C)(=O)=O)cc3)n2C)c1	-0.5	2	-16	0.9	12	-0.4	0.9	-0.2	1	11	0
CC1(C)CC(=O)C(Br)=C(O)C1	0.0	1	3	0.9	-4	0.1	1	0.5	0.9	2	-7
CCCCNC(=O)c1ccc2c(c1)N(CC)C(=O)c1ccccc1S2(=O)=O	3.2	-6	-19	0.9	-4	-0.9	0.9	-0.3	0.9	11	-5
CCOc1ccc(C(=O)Nc2ccc(Cl)cn2)cc1Cl	8.7*	4	4	1	-4	1.8	1	0.1	1.1	3	8

Other entries.
SMILES	RAM inhibit	G6PDH CS	S1P3 antag	PMI act satM6P	TLR4 MyD88 comp	Redox H2O2 prof	Diaphorase act	Hsp70 activator	PMI act	Diaphorase inh	Lmaj promast
OC(c1cccs1)(c1cccs1)C1C[N+]2(CF)CCC1CC2 (stereo not drawn)	1.3	2	·	0.9	-2	1.1	1	-0.5	0.9	2	-3
C=CCn1c(N)cc(=O)nc1SCC(=O)Nc1cccc2ccccc12	-1.3	2	·	1	-2	20	0.8	-0.2	1	16	-4
CN1CCN(C(=O)C2=C[C@@H](C3CC3)C[C@@H](OCc3ccc(CO)cc3)O2)CC1	-1.8	11	-5	1	5	-0.4	0.9	-0.2	0.9	13	-2
COc1ccc(CC(=O)N2CCOCC2)cc1OC	2.4	1	-14	1	-9	2.3	1	0.1	1	-2	8
C(=C\c1ccccc1)/CSc1nnc(-c2cccnc2)n1Cc1ccco1	3.3	5	11	1.4	-8	0.7	0.5	-0.4	1.2	53*	-2
O=C(CSc1ccccc1)Nc1ccc(N2CCOCC2)cc1	0.3	3	·	1.1	-4	-0.2	0.9	-0.1	1.1	11	7
CCN=c1scc(-c2ccc(F)cc2)n1/N=C/c1ccccn1	-1.1	7	2	1.7	-13	0.0	0.9	0.4	1.4	13	25
CCNCCNC(=O)c1c(O)c2ccccc2n(CC)c1=O	1.0	-21	-9	0.9	4	-0.8	1	-0.4	0.9	1	41
COc1ccc(CCN2C(=NC(=O)CC(C)C)SC3CS(=O)(=O)CC32)cc1 (stereo not drawn)	0.9	9	·	1	-7	-0.4	1	-0.3	0.9	4	13

Some entries already given, showing only Diaphorase act.
| Structure | Diaphorase act |
| --- | --- |
| COc1ccccc1N1CCN(C(=O)c2ccc(CN3CCc4ccccc4C3)cc2)CC1 | 0.9 |
| CCOc1ccc(OCCCC(=O)Nc2nc3ccccc3[nH]2)cc1 | 1 |
